# Assay outcomes (PubChem BioAssay)
# HepG2 tox – qHTS for Inhibitors of TGF-b: Cytotox Counterscreen. HepG2 CAGA-GFP viability, ATP luminescence, 18 h. Potency, µM (series often up to 46.1 µM), for the others: at the highest dose activity change, negative = cytotoxicity, actives largely listed as cytotoxic. actives 0.76% (n = 410,000). AID 588856, 2011; note: potency is the fitted concentration of half-maximal effect; some results filed as inactive show a strong effect at the top dose
#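 HepG2 CAGA-GFP cells (1000/well, DMEM with 1% FBS) received compound, then TGF-beta at 500 pg/mL final, and were incubated 18 hours at 37 degrees C. Viability was read by CellTiter-Glo luminescence. Media-only wells were set as complete cell-killing and DMSO as no toxicity.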
# Akt phos inh – HTS Assay for Inhibitors of Akt Phophorylation: Primary Screen; Neuro2A IGF-stimulated pAkt S473 HTRF, 20 min; stronger effect = lower value; activity change, % for hits at 50 µM; actives 0.32% (n = 360,000); in the data active = activity change below about -80%; inconclusive = mostly about -51% to -80%; note: % is set by controls: 0 for no effect and ±100 for the full control effect
#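 Neuro2A cells in DMEM with 0.5% FBS, overnight at 37 deg C, given compound at single 50 µM final, then IGF (6 nM final) for 20 min at 37 deg C. Lysed; phospho-Akt Ser473 by HTRF after 24 h, 665/615 ratio.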
# TGFb SMAD3 inh – qHTS for Inhibitors of TGF-b; actives 1.2% (n = 410,000); Potency, µM (top dose mostly 46.1 µM), inactives show at the highest dose activity, negative = inhibition, actives largely listed as inhibitors; HepG2 CAGA-GFP TGF-b/SMAD3 reporter, GFP fluorescence, 18 h; TGF-beta stimulated, 500 pg/mL final; note: potency is the fitted concentration of half-maximal effect; % is set by controls: 0 for no effect and ±100 for the full control effect; nearly all actives have a fitted effect of over 65% in size
#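 TGF-beta reporter screen: HEPG2 CAGA-GFP, 1% FBS, 500 pg/mL TGF-beta final, 18 h; per-cell GFP summed per well; curves fitted and categorized by class.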
# Nrf2 inh – Nrf2 qHTS screen for inhibitors; A549 ARE-Fluc reporter, luciferase luminescence, 18-24 h; Potency, µM (doses to about 46 µM), without a hit: at the top dose activity change, negative = inhibition, hits mostly inhibitors; actives 2.1% (n = 360,000); AID 504444, 2011; note: potency is the fitted concentration of half-maximal effect; % is set by controls: 0 for no effect and ±100 for the full control effect; nearly all actives have a fitted effect of over 60% in size
#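 Nrf2 activity is the BugLite luminescence, read 15 min after reagent at room temperature, following CellTiter-Fluor cytotoxicity readout (30 min, 37C). Compound titrations were applied for 18-24 h to 5000 A549 ARE_Fluc cells/well in 5% FBS OPTI-MEM.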
# MmCpn inh – Inhibitors of TCP-1 ring complex (TRiC) of Methanococcus maripaludis (MmCpn): qHTS; Chaperonin Mm-Cpn (Methanococcus maripaludis); purified Mm-Cpn ATPase, ADP Transcreener TR-FRET; Potency, µM (highest dose often 76.9 µM), for the others: at the highest dose activity, negative = inhibition, hits mostly inhibitors; actives 0.031% (n = 330,000); note: potency is the fitted concentration of half-maximal effect; % is set by controls: 0 for no effect and ±100 for the full control effect; nearly all actives have a fitted effect of over 80% in size
#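 ATPase read-out: TR-FRET ADP immunoassay (anti-ADP Eu cryptate vs ADP-d2), ex 320 nm, em 590/665 nm; signal drops as ADP forms. Enzyme 25 nM, ATP 10 uM, 30 min at 37°C after 10 min compound preincubation.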
# A549 tox – Nrf2 qHTS screen for inhibitors: counterscreen for cytotoxicity | actives 0.16% (n = 390,000) | Potency, µM (highest dose often 46 µM), inactives show top-dose activity change, negative = cytotoxicity, actives largely listed as inhibitors | AID 504648, 2011 | A549 ARE-Fluc cells, CellTiter-Fluor viability, 18-24 h; note: potency is the fitted concentration of half-maximal effect; % is set by controls: 0 for no effect and ±100 for the full control effect
#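 Cytotoxicity counterscreen: CellTiter-Fluor fluorescence was measured in A549 ARE_Fluc cells after 18-24 h of compound exposure in a concentration series. The subsequent BugLite luminescent read reports ARE-luciferase activity.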
# ATXN viability – Viability Counterscreen for Primary qHTS for Inhibitors of ATXN expression; S2 cells (HEK-293 line with an ATXN2-luciferase reporter) viability, CellTiter-Fluor protease fluorescence, 24 h; Potency, µM (doses to about 56.7 µM), hits mostly cytotoxic; actives 0.49% (n = 400,000); AID 651635, 2014; note: potency is the fitted concentration of half-maximal effect; nearly all actives have a fitted effect of over 40% in size
# CCT modulator – High-Throughput Screening for Modulators of Cytosolic Chaperonin Activity | purified chaperonin ATPase assay, HTRF ADP detection, 30 min | activity change, % (no concentration beside the values), hits read low | actives 0.3% (n = 360,000) | AID 651819, 2012; in the data active = activity change below about -30%; note: % is set by controls: 0 for no effect and ±100 for the full control effect
#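 TRiC (40 or 20 nM final, by batch activity) in 30 mM Tris pH 7.4, 100 mM KCl, 5 mM MgCl2, 1 mM DTT was treated with compound at 76 uM single dose, then 10 uM ATP, 30 min at 37 °C. ADP was read by HTRF Transcreener.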
# Nrf2 activator – qHTS of Nrf2 Activators; Potency, µM (titrated, usually from 46.1 µM), without a hit: at the top dose activation, hits mostly activators; AREc32 ARE-luciferase reporter (MCF7-derived line), luminescence, 24 h; actives 0.31% (n = 410,000); note: potency is the fitted concentration of half-maximal effect; % of control where 0% means no effect; nearly all actives have a fitted effect of over 65% in size
#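 Quantitative high-throughput format: AREc32 reporter cells, 1000 per well, received compound by pin transfer and were incubated 24 hr at 37 deg C, 5% CO2, before Steady-Glo luminescence detection.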
# The depositor's hits bear a star; i = inactive; ? = inconclusive; . = not tested or not shown; & = joins results of further samples; [ ] = remark or other dose. Unless noted, calls come from the whole dose curve; as a rule, active = well fitted curve in the direction sought with a large enough effect; inconclusive = small, poorly fitted or top-dose-only effect, or another doubt; inactive = no such curve, though single readings can be large; an effect the other way counts as inactive or inconclusive. An unsorted share of the library; any-hit rate near 4.4%.
SMILES,HepG2 tox,Akt phos inh,TGFb SMAD3 inh,Nrf2 inh,MmCpn inh,A549 tox,ATXN viability,CCT modulator,Nrf2 activator
Cc1cc(=O)oc2c1ccc1oc(/C(=N/O)c3ccccc3)c(C)c12,-37.3%,i,?,?,1.8%,-2.5%,i,-7.2,-0.8%
O=C(Nc1cc2c3c(c1)CC(=O)N3CCC2)c1ccccc1F,-2.9%,i,19.9%,-6.1%,-0.2%,5.4%,i,2.5,16.5%
O=C(NCc1cccnc1)C1CCN(C(=O)c2ccc(Cl)cc2Cl)CC1,-2.3%,i,5.9%,8.2%,-1.6%,0.5%,i,2.1,0.4%
Cc1ccsc1CN(C(=O)COc1ccc(Cl)cc1)C1CCS(=O)(=O)C1 (configuration not stated),-4.1%,.,.,1.6%,.,-0.6%,.,.,4.0%
O=c1c(Cc2ccccc2)c(O)c2cccc3c4c(n1c23)CCCC4,-33.8%,i,14.1µM*,-0.8%,-9.7%,-0.3%,?,-0.4,-0.5%
O=C(CCCCCn1c(=S)[nH]c2ccc(N3CCOCC3)cc2c1=O)NCc1ccccc1Cl,-19.3%,i,8.3%,-17.5%,0.5%,0.1%,.,-3.2,0.1%
COc1ccc(C2CC(c3cccs3)=NN2C(=O)c2ccc(Br)o2)cc1 (configuration not stated),-6.3%,i,?,?,-0.8%,-2.6%,i,1.2,-0.3%
COc1ccc(C2(C)NC(=O)N(CC(=O)Nc3ccc(Br)cc3F)C2=O)cc1OC (configuration not stated),0.8%,i,7.3%,?,1.5%,-3.6%,?,-1.0,5.0%
Cc1ccc(S(=O)(=O)NC2CCCCCCC2)cc1,-7.4%,i,-14.8%,-14.1%,-1.9%,-1.6%,i,-2.0,-0.4%
COc1ccc(-c2cc3ccccc3n2CC(O)CN2CCC(C)CC2)cc1 (configuration not stated),-23.3%,i,-9.2%,?,-6.2%,17.3%,?,-1.2,2.5%
CCOC(=O)C1=C(COC(=O)c2sccc2C)NC(=O)NC1C (configuration not stated),-8.2%,i,2.8%,-18.1%,-3.2%,6.5%,i,-4.5,3.3%
CCCCN(C=O)c1c(CC)nc2c(OCc3ccc(Cl)cc3Cl)cccn12,-56.5%,i,?,.,.,.,?,0.0,0.3%[9.22 µM]
CCCCN(C(=O)COc1ccc(NC(C)=O)cc1)C1CCS(=O)(=O)C1 (configuration not stated),-2.9%,i,-4.6%,11.0%,-0.6%,7.7%,i,0.2,0.2%
COc1cccc(NC(CNS(=O)(=O)c2ccc(Cl)cc2)c2ccccc2)c1 (configuration not stated),-101.5%,.,11.2µM*,?,.,?,?,.,-3.5%
CCCCCCOc1ccc(N2C(=O)CC(SC(=NCC)NCC)C2=O)cc1 (configuration not stated),-2.2%,i,0.4%,3.9%,-0.7%,-8.0%,i,-4.2,-0.6%
COCCN(C(=O)c1csnn1)C(C(=O)NC1CCCCC1)c1ccccc1F (configuration not stated),-3.3%,i,6.5%,3.7%,0.8%,-12.7%,i,-0.3,-0.6%
C[C@@H]1CN([C@H](C)CO)C(=O)c2cccc(NC(=O)NC3CCCCC3)c2O[C@@H]1CN(C)C(=O)Nc1ccc(C(F)(F)F)cc1,17.8µM*,i,?,?,-1.4%,?,22.4µM*,-2.0,-3.7%
O=C(O)c1cccnc1SCC(=O)C12CC3CC(CC(C3)C1)C2,-17.7%,i,-7.4%,-9.0%,-0.4%,0.2%,i,-1.7,-0.1%
Cc1n[nH]c(C)c1CCCCOc1ccccc1,-13.6%,i,-7.6%,-23.9%,1.3%,-0.2%,i,-3.2,1.8%
CN1CCN(CC(=O)Nc2sc3c(c2C(=O)Nc2ccccc2)CCCC3)CC1,-27.4%,i,-14.8%,11.8%,-5.4%,-12.1%,?,1.4,-0.3%
COc1ccc(C)cc1NC(=O)c1nn(C)cc1Br,-28.7%,i,?,5.1%,1.0%,8.7%,i,-0.2,6.8%
CC(=O)Nc1cccc(NC(=O)CCN2C(=O)c3ccccc3S2(=O)=O)c1,-10.3%,i,11.2%,-11.5%,-0.5%,8.4%,i,-0.3,0.3%
CCC1CN(CC(=O)NCc2cccc(Br)c2)c2ccccc2S1 (configuration not stated),-37.7%,.,-23.2%,.,.,14.2%,i,.,3.1%
O=C1NC[C@@H](CCCCN2C[C@H](Cc3ccccc3)N(CC3CCCCC3)C(=O)C2=O)N(Cc2ccccc2)C1=O,.,i,.,.,.,.,?,0.0,0.0%
CC1(C(=O)NCc2ccccc2Br)CCN1Cc1ccc(-c2ccccc2)o1 (configuration not stated),-22.8%,i,?,.,.,.,i,0.3,14.2%
CCN(CC)CCSc1nnc2c3ccccc3n(Cc3ccccc3)c2n1,-42.6%,i,?,-27.6%,-0.7%,-29.2%,?,0.2,4.5%
O=C(CN(c1ccccc1)S(=O)(=O)c1ccc(F)cc1)NC1CCCCCC1,-18.1%,i,?,13.5%,2.3%,0.1%,i,-2.4,0.0%
CCCCOc1ccc(S(=O)(=O)NC(=O)C2(C)CCN2C(=O)c2c(C)noc2C)cc1 (configuration not stated),7.7%,i,1.9%,.,.,.,i,-0.5,-0.7%
CCc1ccccc1Nc1nc(N)nc(COC(=O)C2=COCCO2)n1,3.0%,i,2.8%,114.7%,0.5%,-2.5%,i,0.5,-0.8%
Cc1cc(NC(=O)/C=C/c2ccccc2Cl)no1,-1.7%,i,3.2%,?,-3.5%,12.2%,i,-3.9,12.9%
O=C(CNC(=O)c1ccco1)OCc1cccc(Cl)c1,-6.9%,i,-0.5%,5.7%,-0.1%,2.0%,i,0.7,-0.8%
CC1CCCC(C)N1C(=O)CSc1nnc(COc2cccc3cccnc23)o1 (configuration not stated),-0.7%,i,2.7%,-7.5%,1.6%,0.1%,i,-5.1,0.0%
Cc1cccc(-c2noc(CCC(=O)NCC3CCCO3)n2)c1 (configuration not stated),-3.5%,i,-6.9%,10.2%,3.0%,-5.1%,i,0.7,-0.5%
O=[N+]([O-])c1cc([N+](=O)[O-])c(Oc2cccc3c2CCCC3)cc1NN1CCCCC1,-0.1%,i,-18.2%,5.6%,.,13.6%,i,0.2,-0.1%
CC(C)(C)NC(=O)CSc1ncnc2c1nnn2Cc1ccccc1Cl,-12.9%,i,?,?,-5.4%,-14.9%,i,-2.0,?
O=C(NCc1ccc(F)cc1)c1cccc(NC2=NC3CS(=O)(=O)CC3S2)c1 (configuration not stated),-17.6%,i,0.5%,9.2%,0.5%,14.1%,i,0.1,1.7%
CC(C)(C)c1ccc(C(=O)NCCCn2ccnc2)cc1,-10.1%,i,-8.8%,-10.0%,-4.5%,3.9%,i,-0.1,-0.6%
NCCc1nnc(SCc2ccccc2F)o1,4.5%,i,-24.5%,19.0%,1.9%,25.2%,i,0.2,0.3%
CCn1c(SCC(=O)c2ccc([N+](=O)[O-])cc2)nnc1-c1ccc(Cl)cc1,4.1%,.,0.1%,-20.0%,.,-7.3%,i,.,-1.0%
Cc1ccccc1NC(=O)Cc1ccccc1,2.9%,i,4.8%,-3.0%,-1.0%,-3.7%,i,-4.7,3.1%
COCCNC(=O)CN1N=C(c2ccc(C)cc2)CCC1=O,12.3%,i,-2.6%,6.2%,-0.2%,5.7%,i,0.6,0.3%
C=CCc1ccc(OCCCCCN2CCOCC2)c(OC)c1,-36.1%,i,-16.4%,.,0.0%,-1.6%,i,-0.5,-0.2%
O=C(CSc1nc2cc3ccccc3cc2[nH]1)Nc1ccc(F)cc1,-66.5%&-40.6%,.,?,18.3%,.,6.9%&5.1%,i,-2.2,6.1%&2.4%
COC(=O)c1c(S(N)(=O)=O)c2ccccc2n1C,-3.1%,i,-12.5%,4.6%,0.6%,-2.1%,i,-12.8,-0.1%
CC(C)(C)NC(=O)CN(C(=O)c1csnn1)c1cccc2c1CCCC2,-6.7%,i,-8.3%,-1.8%,0.8%,-3.7%,i,-1.3,-0.1%
CCOc1nc(N2CCOCC2)nc(N2CCOCC2)n1,0.0%,i,42.2%[activator],2.3%,-1.2%,0.4%,i,-1.0,0.5%
CCOC(=O)C1CCCN(c2c(NCCN(CC)c3ccccc3)c(=O)c2=O)C1 (configuration not stated),1.8%,i,-23.0%,-1.3%,-0.6%,-0.3%,i,-0.3,-0.4%
Cc1ccc(Nc2ncccc2C(=O)O)cc1C,-11.7%,i,3.9%,?,-0.4%,0.6%,i,-3.5,6.2%
CC1CC(C)CN(S(=O)(=O)c2ccc(C(=O)N3CCOCC3)cc2)C1 (configuration not stated),-30.4%,i,-1.0%,5.9%,4.6%,-2.2%,i,-0.3,-0.6%
CN(Cc1ccccc1)S(=O)(=O)c1ccc(NC(=O)C2CCCCC2C(=O)O)cc1 (configuration not stated),0.3%,i,1.4%,-27.3%,1.0%,3.2%,i,0.4,-0.6%
CCN(CC)CCNc1nc2cc(OC)c(OC)cc2c2nc(-c3ccccc3)nn12,-8.8%,i,6.7%,0.5%,-0.8%,22.9%,i,-2.3,10.3%
COc1cc(C(=O)NCC(c2ccco2)N2CCCC2)ccc1OCc1ccccc1 (configuration not stated),-16.7%,i,10.4%,7.0%,?,-3.7%,i,0.7,-0.6%
C=CCC[C@H](Cc1ccc(F)cc1)C(=O)OC[C@@H]1CCCN1C(=O)[C@@H](CC=C)CC(=O)NCCO,-10.9%,i,-13.1%,3.7%,-2.0%,-7.2%,i,0.5,4.1%
